# Screening data (PubChem BioAssay)
# STK33 inh: human STK33 kinase inhibition; Q9BYT3; purified STK33, MBP phosphorylation, ADP-Glo luminescence; inhibition, % at 10 µM; 0.073% of 320,000 active; AID 2661;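 active = inhibition at or above 25%, using the most active replicate where run in duplicate; inactive = inhibition below 25%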
# Target sequence (Q9BYT3 whole entry, looked up): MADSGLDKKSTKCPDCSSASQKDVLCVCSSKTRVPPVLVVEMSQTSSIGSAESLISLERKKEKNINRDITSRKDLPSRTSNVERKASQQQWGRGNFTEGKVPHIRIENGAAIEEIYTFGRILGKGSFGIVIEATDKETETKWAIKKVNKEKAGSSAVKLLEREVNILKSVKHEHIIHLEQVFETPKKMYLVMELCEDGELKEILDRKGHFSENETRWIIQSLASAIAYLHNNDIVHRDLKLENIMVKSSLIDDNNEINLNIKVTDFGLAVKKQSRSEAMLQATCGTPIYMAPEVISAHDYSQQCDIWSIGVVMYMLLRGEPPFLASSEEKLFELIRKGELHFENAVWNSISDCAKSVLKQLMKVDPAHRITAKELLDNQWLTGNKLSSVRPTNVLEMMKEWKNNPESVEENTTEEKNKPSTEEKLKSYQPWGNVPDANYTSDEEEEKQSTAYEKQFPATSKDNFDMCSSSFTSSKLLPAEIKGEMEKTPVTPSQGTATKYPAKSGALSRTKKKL
# CHT block: inhibits the human high affinity choline transporter; 0.86% of 310,000 active; AID 488975; CHT-expressing cells, membrane potential dye, choline response; active compounds read low; B-score at 10 µM;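 active = B-score over 3 SD under the library average, and starting fluorescence ratio not unusually high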;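 also: choline stimulus applied at its EC90 after an EC20 pre-addition; B-score computed on integrated fluorescence ratio after choline addition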
# Target sequence (Q9GZV3 whole entry, looked up): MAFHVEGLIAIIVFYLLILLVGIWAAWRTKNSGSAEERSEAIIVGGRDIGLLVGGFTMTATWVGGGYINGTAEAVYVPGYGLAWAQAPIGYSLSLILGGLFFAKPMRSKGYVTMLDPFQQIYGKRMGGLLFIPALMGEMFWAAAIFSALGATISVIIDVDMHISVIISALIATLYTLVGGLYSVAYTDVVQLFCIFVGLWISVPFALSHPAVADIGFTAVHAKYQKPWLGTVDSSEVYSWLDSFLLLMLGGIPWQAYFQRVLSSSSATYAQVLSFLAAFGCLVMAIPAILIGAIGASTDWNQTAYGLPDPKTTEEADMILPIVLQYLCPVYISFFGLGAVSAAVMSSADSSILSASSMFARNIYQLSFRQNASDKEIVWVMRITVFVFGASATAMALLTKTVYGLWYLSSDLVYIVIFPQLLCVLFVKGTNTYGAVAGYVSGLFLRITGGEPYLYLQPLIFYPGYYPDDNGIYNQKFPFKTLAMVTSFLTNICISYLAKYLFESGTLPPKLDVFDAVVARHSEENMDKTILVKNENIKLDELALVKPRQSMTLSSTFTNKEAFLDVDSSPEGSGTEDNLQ
# CHT allo act: allosteric activators of human choline transporter CHT; CHT-expressing cells, membrane potential dye, choline EC20; active compounds read high; LV-AA mutant CHT in HEK293 cells; AID 488977; 0.49% of 310,000 active; B-score at 10 µM;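 active = initial fluorescence not abnormally high and integrated response B-score, plate-corrected, over 3 SD above library mean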
# An asterisk follows results filed as active; i = inactive; x = not tested or not shown.
SMILES,STK33 inh,CHT block,CHT allo act
CCOCCCn1c(=NC(=O)c2ccc(OC)c(OC)c2)c(C#N)cc2c(=O)n3cccc(C)c3nc21,-0.5,i,i
CC(C(=O)Nc1ccc(F)cc1Cl)N(C)CCOc1ccccc1 (stereo not drawn),-1.4,i,i
O=C(Cc1ccccc1)NCc1n[nH]c(=S)n1-c1ccccc1,-0.3,i,i
COC(=O)c1cnn(-c2ccc(C)c(C)c2)c1-n1cccc1,-1.9,i,i
NC(=O)c1cc2cc(Cc3ccccc3Cl)ccc2oc1=O,-0.5,i,i
Cn1c(=O)[nH]c(=O)c2c1nc(SCc1ccccc1Cl)n2CC(N)=O,-1.2,i,i
O=C(NNC1CC(c2ccccc2)=NN1C(=O)c1ccccc1)c1ccccc1 (stereo not drawn),-1.5,i,i
COc1cccc(N2C(=O)C3C(C2=O)C3(c2ccccc2)c2ccccc2)c1 (stereo not drawn),-0.9,i,i
Cc1ccc(OCC(=O)NNC(=O)c2ccccc2OCc2c(C)noc2C)cc1,-1.3,i,i
Cc1cc(C)n(CCn2nc(C)cc2C)n1,-0.2,i,i
O=c1cc2ncc(-c3[nH]ncc3[N+](=O)[O-])cn2[nH]1,-2.9,i,i
CCc1nn(CC(=O)NCCCN2CCOCC2)c(=O)c2cc3cc(F)ccc3n12,-2.3,i,i
C[C@@H]1CCC2[C@](C)(CO)[C@@H](O)CC[C@]2(C)[C@@]12CC[C@@](CO)(CC(=O)O)O2 (stereo partly drawn),-1.5,i,i
COC(=O)c1ccc(CSc2nnc(Nc3ccc(OC)cc3)s2)o1,-1.3,i,i
CCN(Cc1ccccc1)C(=O)COC(=O)c1cnc(C)cn1,-0.1,i,i
CCN(CC)CCCN(C(=O)c1ccccc1F)c1nc(-c2ccc(OC)cc2)cs1,-1.6,i,i
O=C(CN(Cc1ccco1)C(=O)Cn1nnc(-c2cccs2)n1)NCc1ccccc1,-4.3,i,i
O=C(NC1CCCCCC1)C1c2ccccc2C(=O)N1Cc1ccco1 (stereo not drawn),-1.2,-5.7*,i
CN(C)c1ccc(CC(=O)c2nc3ccccc3s2)cc1,-0.3,i,i
Cc1c(C(=O)N2CCN(c3ccccn3)CC2)oc2c1C(=O)CC(C)(C)C2,-0.6,i,i
NC(=O)CN1C(=O)NC2(CCCc3sccc32)C1=O (stereo not drawn),-1.8,i,i
COc1cccc(N(CC(=O)Nc2ccccc2C(=O)N2CCCC2)S(C)(=O)=O)c1,-1.6,i,i
CCSc1nc(N2CCOCC2)c2c(c1C#N)CCCC2,31*,i,i
CCN1CCN(C(=S)NC(C)c2ccccc2)CC1 (stereo not drawn),9.6,i,i
COc1ccc(-c2nnc(NC(=O)Cc3ccccc3)o2)cc1,-0.5,i,i

# Three entries from above, arranged by SMILES length, lowest first.
SMILES,STK33 inh,CHT block,CHT allo act
NC(=O)c1cc2cc(Cc3ccccc3Cl)ccc2oc1=O,-0.5,i,i
O=c1cc2ncc(-c3[nH]ncc3[N+](=O)[O-])cn2[nH]1,-2.9,i,i
CCOCCCn1c(=NC(=O)c2ccc(OC)c(OC)c2)c(C#N)cc2c(=O)n3cccc(C)c3nc21,-0.5,i,i

# Back to the main list, starting 2 compounds before the break.
SMILES,STK33 inh,CHT block,CHT allo act
CCN1CCN(C(=S)NC(C)c2ccccc2)CC1 (stereo not drawn),9.6,i,i
COc1ccc(-c2nnc(NC(=O)Cc3ccccc3)o2)cc1,-0.5,i,i
COc1ccc(/C=C/C(=O)Nc2ccccc2)cc1OC,0.2,i,i
O=C(Nc1ccc(Oc2ccccc2)cc1)c1ccc(Cn2c(=O)[nH]c3ccsc3c2=O)cc1,-1.0,i,i
COc1cc2c(=O)n(CCC(=O)NCC3CCCO3)c(=O)n(CC(=O)Nc3ccccc3C)c2cc1OC (stereo not drawn),0.2,i,i
Cc1ccc(C)c(NC(=O)C2CC3c4ccccc4C2c2ccccc23)c1 (stereo not drawn),-0.6,i,i
Clc1ccc2scc(CN3CCCCC3)c2c1,-2.1,i,i
CC(=O)N/N=C(\C)CC(=O)Nc1cccc(C(F)(F)F)c1,-0.2,i,i
Cc1c(-c2cccc(Cl)c2)nc2ccccc2c1C(=O)NC1CC1,0.2,i,i
CCOc1c(OC)ccc2c3c(c(=O)oc12)CCCC3,0.5,i,i
COCCn1c(SCC(=O)Nc2ccc(F)cc2)nc2c([nH]c3ccccc32)c1=O,-0.6,i,i
Cc1cc(C)c(C(=O)O)c(CC(C)(C)C(=O)O)c1,11,i,i
Cc1ccc(/C=C2\Sc3ccccc3C2=O)s1,-0.4,i,i
N#Cc1c(-c2cccc([N+](=O)[O-])c2)nc2n(c1=O)CCS2,-1.0,i,i
CCc1ccc(-c2cc(C(=O)NCc3ccco3)c3ccccc3n2)s1,0.7,i,i
CCS(=O)(=O)c1ncc(Cl)c(C(=O)Nc2ccc(C)cc2)n1,-0.9,i,i
O=C(COC(=O)/C=C/c1ccccc1[N+](=O)[O-])NC1CC1,0.8,i,i
CC(=O)Nc1ccc(NC(=O)CC(NC(=O)c2ccccc2)c2ccccc2)cc1 (stereo not drawn),-0.4,i,i
COc1cc(C2CC(=O)C3=C(C2)Nc2ncnn2C3c2cccs2)cc(OC)c1OC (stereo not drawn),0.7,i,i
C/C=C(\C)CN1CCN(c2ccc(C)cc2)CC1,-2.7,i,i
Cc1cc(N2CCCCC2)nc(SCC(=O)c2ccccc2)n1,-1.9,i,i
Cc1cc(C)c2nc(N3CCC(C(=O)NCc4cccnc4)CC3)sc2c1,-0.6,i,i
CCOC(=O)C(CCSC)Nc1nc(Cl)nc(Nc2ccc(Cl)cc2)n1 (stereo not drawn),-0.4,i,i
Cc1nonc1OCCNc1ccc([N+](=O)[O-])cc1[N+](=O)[O-],-3.2,i,i
CN(C)S(=O)(=O)c1cccc(NC(=O)COC(=O)CCC(=O)c2cccs2)c1,-0.9,i,i
CCCN1CC(O)=C(C#N)C1=O,-0.4,i,i
Cc1ccc(Cl)cc1N1CCN(S(=O)(=O)c2c(C(=O)N3CCOCC3)c(C)n(C)c2C)CC1,-0.6,i,i

# More results
SMILES,STK33 inh,CHT block,CHT allo act
COc1cccc(CN(C)CC(=O)Nc2cccc3ccccc23)c1,2.4,i,i
Cc1c(-c2cccc(Cl)c2)nc2ccccc2c1C(=O)OCC(=O)Nc1ccc2c(c1)OCO2,-1.5,i,i
COc1ccc2c(Cl)c(C(=O)NCC3CCCO3)sc2c1Cl (stereo not drawn),-1.8,i,i
CCC(C)(C)NC(=O)CN(C(=O)CCC(=O)Nc1nccs1)c1cccc(C)c1C,-1.3,i,i
COC(=O)c1ccc(N2NC(=O)/C(=C/c3cc(OC)c(OC)c(OC)c3)C2=O)cc1,0.5,i,i
O=S(=O)(Nc1ccc(Cl)cn1)c1ccc2c(c1)OCCO2,-0.6,i,i
CCOC(=O)C1C(=O)CC(C)(O)C(C(=O)OCC)C1c1ccccc1OC (stereo not drawn),-1.7,i,i
O=[N+]([O-])c1cc(C(F)(F)F)ccc1N1CCN(S(=O)(=O)c2ccc3ccccc3c2)CC1,-0.5,i,i
Cc1ccc(C)c2sc(NC(=O)c3nc4ccccc4s3)nc12,-1.8,i,i
Cc1c(Cl)ccc2c(C(=O)O)cc(-c3ccccc3)nc12,-0.3,i,i
O=C(CN1CCOCC1)NNC(=O)c1ccc([N+](=O)[O-])cc1,1.8,i,i
O=C1C(=O)N(CCN2CCOCC2)C(c2ccccn2)/C1=C(/O)c1ccc(Cl)cc1 (stereo not drawn),1.5,i,i
O=C(Nc1cc([N+](=O)[O-])ccc1C(=O)NCCN1CCOCC1)c1ccccc1,1.5,i,i
CCc1ccc(NC(=O)Nc2cc(C(=O)NCC3CCCO3)ccc2N2CC3CC(C2)c2cccc(=O)n2C3)cc1 (stereo not drawn),0.6,i,i
Cc1cc(C)nc(NS(=O)(=O)c2ccc(N/C=C\C(=O)c3ccc(Cl)cc3)cc2)n1,-1.2,i,i
CCN(c1cccc(C)c1)c1nc2ccsc2c(=O)s1,-2.3,i,i
CCOc1ccc(NC(=S)c2ccc3ccccc3n2)cc1,0.1,i,i
CC1(C)Cc2ccccc2C(/C(C#N)=N/O)=N1,-1.4,i,i
COc1ccc(C(=O)OCC(=O)Nc2cccc(C(C)=O)c2)cc1OC,-0.8,i,i
COc1ccc(C(=O)O)cc1NC(=S)NC(=O)/C=C/c1ccc(C(C)C)cc1,-1.0,i,i
CC(OC(=O)CNC(=O)C12CC3CC(CC(C3)C1)C2)C(=O)Nc1ncc(Cl)cc1Cl (stereo not drawn),1.2,i,i
Cc1ccc(-n2c(O)c(C=NC3CCS(=O)(=O)C3)c3ccccc3c2=O)c(C)c1 (stereo not drawn),1.8,i,i
CCCCN1C[C@H](O)[C@@H](O)[C@H](O)[C@H]1CO,-1.2,i,i
Cc1cc(C)cc(N2C(=O)N(c3ccccc3C)C3CS(=O)(=O)CC32)c1 (stereo not drawn),-2.5,i,i
COc1c(Cl)cc(C(=O)NCc2ccco2)cc1Cl,1.2,i,i

# Continuation:
SMILES,STK33 inh,CHT block,CHT allo act
Cc1nc(SCC(=O)Nc2ccc3c(c2)OCCO3)nc(C)c1C,-1.4,i,i
CCOC(=O)c1cccc(NC(=O)c2ccccc2C)c1,-1.3,i,i
COc1ccc(C(CNC(=O)c2ccc(-c3ccccc3)cc2)N(C)C)cc1OC (stereo not drawn),-0.8,i,i
O=C(/C=C/c1c(Cl)cccc1Cl)NCCc1ccccc1,0.1,i,i
O=c1c([N+](=O)[O-])c(O)c2cccc3c2n1CCC3,-0.4,i,i
OC(CNc1ccccc1)Cn1ccc2ccccc21 (stereo not drawn),2.0,i,i
COCCNc1nc2c(c(=O)[nH]c(=O)n2C)n1CCCc1ccccc1,-2.2,i,i
CCO[C@H]1OC(C(=O)N2CCOCC2)=C[C@@H](c2ccc(Br)cc2)[C@@H]1CCCO,0.5,i,i
Cc1ccsc1/C=C(\C(=O)c1ccc(OC(C)C)cc1)c1nc2ccccc2o1,-1.1,i,i
Cc1cc(O)c(C(C)C)cc1C1(c2cc(C(C)C)c(O)cc2C)OC(=O)c2ccccc21,1.8,i,i
CCc1c(O)nc(SCC(=O)NCc2ccco2)[nH]c1=O,-0.3,i,i
COC(=O)C1=C(COc2ccc(C=O)cc2OC)NC(=O)NC1c1cc(C)ccc1C (stereo not drawn),0.0,i,i
COc1ccc(CNC(=O)CN(Cc2ccc(Cl)cc2)S(C)(=O)=O)cc1,0.8,i,i
CCOC(=O)c1c(N)sc2c(OCC)c(Br)ccc12,1.4,i,i
Cc1nnc(N/N=C/c2cccc(OCc3ccc(Cl)c(Cl)c3)c2)n1N,-1.3,i,i
CCOc1ccc(Nc2oc(-c3ccccc3Cl)nc2C#N)cc1,-0.1,i,i
CN(C)S(=O)(=O)c1ccc(NC(=O)CN2CCN(C(c3ccccc3)c3ccccc3)CC2)cc1,-0.2,i,i
COc1ccccc1-n1c(SCC(=O)NC(C)(C)C)nc(O)c(Cc2ccccc2)c1=O,-3.5,i,i
CCC(=O)NCC(=O)OCC(=O)c1ccccc1,-0.4,i,i
CCN(CC(=O)NCCc1ccc(Cl)cc1)Cc1nc2ccccc2c(=O)[nH]1,-1.5,i,i
CN(C)c1ccc(/C=N/NC(=S)NCc2ccccc2)cc1,-3.9,i,i
C=CCn1c(SCC#N)nnc1-c1ccc2ncccc2c1,-0.3,i,i
O=C(O)Cn1c(CC(=O)N2CCCC2)nc2ccccc21,-0.7,i,i
COc1ccc(N2CCN(C(=O)CCc3cc(OC)c(OC)c(OC)c3)CC2)cc1,-1.9,i,i
CCN1CCN(c2ccc(NC(=O)c3ccccc3F)cc2Cl)CC1,2.3,i,i

# Overlap with the part before: three compounds; new compounds follow.
SMILES,STK33 inh,CHT block,CHT allo act
O=C(O)Cn1c(CC(=O)N2CCCC2)nc2ccccc21,-0.7,i,i
COc1ccc(N2CCN(C(=O)CCc3cc(OC)c(OC)c(OC)c3)CC2)cc1,-1.9,i,i
CCN1CCN(c2ccc(NC(=O)c3ccccc3F)cc2Cl)CC1,2.3,i,i
CCS(=O)(=O)NCC(c1cccnc1)N1CCN(c2ccccc2F)CC1 (stereo not drawn),2.2,i,i
COc1ccc(NS(=O)(=O)c2cccc(C(=O)Nc3ccccc3C(=O)O)c2)cc1,-4.1,i,i
CCOc1ccccc1/C=N/n1c(C2CCCCC2)n[nH]c1=S,-0.2,i,i
CC(=O)Nc1cccc(NC(=O)Cc2ccc3ccccc3c2)c1,-0.9,i,i
Cc1cc(C)c(S(=O)(=O)NCC(c2cccnc2)N2CCN(Cc3ccccc3)CC2)c(C)c1 (stereo not drawn),-0.4,i,i
CCCN(CCC)CCCNC(=O)c1cn(CC)c2ccc(S(=O)(=O)N3CCc4ccccc4C3)cc2c1=O,0.4,i,i
CSc1sc(C(=O)O)c(C)c1C(C)=O,0.3,i,i
CCCNc1nc(-c2cc(-c3ccc(Cl)cc3)on2)cc(C(C)C)n1,0.8,i,i
CC1=C(C#N)C(c2cccnc2)C2=C(CCCC2=O)N1 (stereo not drawn),0.0,i,i
O=C(CSc1ccc2nnc(-c3cccc(F)c3)n2n1)NCC1CCCO1 (stereo not drawn),x,i,i
Cc1nc2ccc(NC(=O)Cc3ccc4c(c3)OCCO4)cc2s1,-0.5,i,i
CCCn1ncc(CN2CCC(n3nccc3NC(=O)c3ccccc3OC)CC2)c1C,-0.2,i,i
CCn1cnc2cc(NCc3ccc(OC)cc3)ccc21,1.2,i,i

# One compound at a time (already shown):
# CCn1cnc2cc(NCc3ccc(OC)cc3)ccc21 is listed as STK33 inh: 1.2; CHT block: i; CHT allo act: i
# CSc1sc(C(=O)O)c(C)c1C(C)=O is listed as STK33 inh: 0.3; CHT block: i; CHT allo act: i
